mIAP inh = blocks mouse intestinal alkaline phosphatase. AID 2806. inhibition, % at 10 µM. purified mouse IAP, CDP-Star luminescence, 30 min. hit rate 0.2% among 330,000;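 active = inhibition of at least 40% at 10 µM in the primary screen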;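 also: plate controls were DMSO with enzyme for no effect and no enzyme wells for full effect; values of inactives mirror those of a sister screen read the other way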
hIAP act = increases human intestinal alkaline phosphatase activity; P09923; activation factor at 10 µM; AID 2524; hit rate 0.16% among 330,000; purified human IAP, CDP-Star luminescence, 30 min; active compounds read high; 1 = vehicle-only enzyme, 0 = enzyme-free background;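 active = activation factor of the enzyme at least 2-fold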; also: the source names both 10 and 20 µM as test concentration; values of inactives mirror those of a sister screen read the other way
Target sequence (P09923 whole entry, looked up): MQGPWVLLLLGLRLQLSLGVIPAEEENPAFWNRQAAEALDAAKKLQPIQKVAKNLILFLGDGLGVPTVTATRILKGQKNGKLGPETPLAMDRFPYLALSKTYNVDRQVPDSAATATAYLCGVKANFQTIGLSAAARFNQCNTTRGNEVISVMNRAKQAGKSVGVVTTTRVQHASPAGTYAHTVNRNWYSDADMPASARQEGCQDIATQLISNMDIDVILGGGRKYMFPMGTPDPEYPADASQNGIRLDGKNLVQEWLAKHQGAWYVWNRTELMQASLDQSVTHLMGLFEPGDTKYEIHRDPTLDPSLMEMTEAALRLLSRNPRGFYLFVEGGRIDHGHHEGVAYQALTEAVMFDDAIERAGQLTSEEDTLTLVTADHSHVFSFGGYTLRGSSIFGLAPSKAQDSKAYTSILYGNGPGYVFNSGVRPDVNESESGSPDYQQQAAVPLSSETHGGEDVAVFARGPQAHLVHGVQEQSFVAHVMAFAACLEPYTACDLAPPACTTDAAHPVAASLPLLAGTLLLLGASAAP
ATG4B inhibitor = blocks human ATG4B protease cleavage of LC3 substrate; AID 504462; inhibition, % at 8.33 µM; Q9Y4P1; hit rate 0.51% among 340,000; ATG4B cleavage of LC3-PLA2, NBD-HPC fluorescence, 1 h; in the data active = inhibition above about 40%
Target sequence (Q9Y4P1 whole entry, looked up): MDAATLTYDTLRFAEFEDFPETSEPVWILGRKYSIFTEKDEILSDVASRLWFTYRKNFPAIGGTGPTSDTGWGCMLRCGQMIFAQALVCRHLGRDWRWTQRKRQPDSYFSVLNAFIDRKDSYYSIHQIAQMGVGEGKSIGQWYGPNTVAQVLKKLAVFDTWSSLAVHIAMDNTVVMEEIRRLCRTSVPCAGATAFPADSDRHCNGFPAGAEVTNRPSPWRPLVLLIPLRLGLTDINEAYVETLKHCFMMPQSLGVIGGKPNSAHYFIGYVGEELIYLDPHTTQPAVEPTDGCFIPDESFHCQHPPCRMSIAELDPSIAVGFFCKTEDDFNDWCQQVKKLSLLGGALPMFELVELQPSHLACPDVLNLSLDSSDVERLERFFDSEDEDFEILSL
Apaf1 inhib = blocks human Apaf-1 apoptosome activity; inhibition, % at 20 µM; O14727; reconstituted apoptosome caspase-3 activity, DEVD-Rh110 fluorescence; hit rate 0.71% among 330,000; active = inhibition of at least 40% at 20 µM;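 also: plate controls were DMSO wells for no effect and DEVD-CHO caspase inhibitor wells for full effect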
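detection = Rh110 fluorescence intensity | test system = biochemical Apaf-1 apoptosome reconstitution | also added = cytochrome c and DEVD-Rh110 substrate | schedule = 30 min plus 50 min, RT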
TIM10 inh = growth inhibitors of TIM10 yeast strain | S. cerevisiae TIM10 strain growth, BacTiter-Glo luminescence, 24 h | inhibition, % at 10 µM | hit rate 1.4% among 330,000 | AID 463195;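 active = inhibition of 40% or more at the single tested concentration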;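 also: wild-type TIM10 isogenic control strain grown at permissive 25 °C; 0% = DMSO yeast wells and 100% = minimal medium wells without yeast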
hIAP block = blocks human intestinal alkaline phosphatase; P09923; purified IAP, CDP-Star luminescence, 30 min; inhibition, % at 10 µM; hit rate 0.12% among 330,000; AID 2544;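 active = inhibition reaching a set limit with compound at 10 µM in the primary screen, cut at about 35% in these data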;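 also: plate controls were DMSO wells with enzyme for no effect and no-enzyme buffer wells for full effect; values of inactives mirror those of a sister screen read the other way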
NALP3 yeast inh = inhibitors of NALP3 inflammasome in yeast; Yeast reconstituted NLRP3/ASC/caspase-1, beta-gal luminescence, 24 h; inhibition, % at 10 µM; hit rate 0.39% among 330,000; AID 2825;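 active = inhibition of 50% or more; inactive = inhibition below 50%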;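 also: plate controls were induced DMSO wells for no effect and uninduced yeast grown without galactose for full effect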
tim10-1 inh = tim10-1 yeast growth inhibition; S. cerevisiae tim10-1 ts strain growth, BacTiter-Glo, 24 h; inhibition, % at 20 µM; hit rate 2.2% among 330,000;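 active = inhibition of at least 40%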;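 also: mutant grown at 25 °C; 0% = DMSO wells with yeast and 100% = wells holding no yeast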
mIAP activ = increases mouse intestinal alkaline phosphatase activity; muIAP, CDP-Star luminescence, 30 min; active compounds read high; 1 = vehicle-only enzyme signal, 0 = enzyme-free wells; activation factor at 10 µM; hit rate 0.24% among 330,000; AID 2805;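 active = activation factor of at least 2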; also: the source names both 10 and 20 µM as test concentration; values of inactives mirror those of a sister screen read the other way
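Assay system: mouse IAP enzyme; reagent: chemiluminescent substrate CDP-Star; dosing: test compounds delivered from DMSO solution; schedule: 30 min at room temperature; measured by: luminescence from enzymatic CDP-Star hydrolysis; controls: DMSO-only wells and no-enzyme negative control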
Numbers without * were called inactive; . = no result given.

SMILES	mIAP inh	hIAP act	ATG4B inhibitor	Apaf1 inhib	TIM10 inh	hIAP block	NALP3 yeast inh	tim10-1 inh	mIAP activ
COc1ccc(C2/C(=C(/O)c3ccc(C)cc3)C(=O)C(=O)N2CC2CCCO2)cc1OC (centres undefined)	2.1	1.07	-2.3	-4.7	-7.7	-6.8	4.2	8.5	0.979
Cc1cc(C)nc(SCc2nnc(SCc3ccccc3Cl)o2)n1	-0.2	1.08	8.7	21.7	-11.5	-7.8	20.1	25.5	1
O=C(NCC(=O)N(Cc1cccs1)C(C(=O)NC1CCCCC1)c1cccnc1)c1ccco1 (centres undefined)	6.9	1.03	-11.9	5.2	-36.8	-3.3	9.4	9.2	0.931
CC1CC(C)CN(C(=O)CSc2nnc(-c3ccco3)o2)C1 (centres undefined)	-6.9	0.954	-5.0	-8.0	-9.1	4.6	17.0	7.4	1.07
COCCNC(=O)C(c1cccs1)N(Cc1cccs1)C(=O)Cn1nnc2ccccc21 (centres undefined)	2.1	1.12	-6.3	2.8	1.8	-11.9	6.0	17.6	0.979
O=C(N/N=C/c1ccco1)c1cc(Br)ccc1OCc1ccccc1	-2.9	1.15	-7.4	1.1	-0.4	-15.1	5.0	17.7	1.03
Cc1cccc(NC(=O)c2cnc3sccn3c2=O)c1C	7.4	1.08	.	13.6	6.6	-8.2	32.4	5.9	0.926
Cc1ccn2c(C(=O)c3ccc(Cl)cc3)cnc2c1	-1.1	0.953	-13.6	10.1	6.9	4.7	18.8	30.3	1.01
CC(C)(C)C(=O)Nc1ccc2c(c1)OCCOCCOc1cc(NC(=O)C(C)(C)C)ccc1OCCOCCO2	5.6	1.07	-5.2	1.0	5.2	-7.1	10.7	12.4	0.944
Cc1ccc(C)c(NC(=O)CSc2ccc(-c3cccs3)nn2)c1	2.9	1	0.1	-6.1	5.6	-0.1	9.5	7.3	0.971
CC(=O)Oc1c(C)cc(Cl)cc1C(=O)Nc1ccc([N+](=O)[O-])cc1Cl	12.4	1.01	3.9	-2.9	30.9	-0.6	35.9	19.1	0.876
CC(Sc1ccc(S(=O)(=O)N2CCCC2)cn1)C(N)=O (centres undefined)	-13.9	1.03	-4.3	-8.8	1.8	-3.4	7.6	3.5	1.14
CCCCOc1ccc(CSC(=N)N)cc1[N+](=O)[O-]	21.9	0.949	31.2	11.4	-1.9	5.0	7.7	7.9	0.781
COc1ccc(NC(=O)CN(C)C(=O)CCCc2c[nH]c3ccccc23)cc1	-13.9	0.995	-15.3	11.9	-3.0	0.5	15.3	8.9	1.14
OC1(C#Cc2c(-c3ccsc3)oc3ccc(N4CCOCC4)cc23)CCCCC1	-6.8	1.13	-21.1	20.3	24.4	-12.7	-0.7	41.0*	1.07
C/C=C(/C)C(=O)O[C@@H]1c2c(ccc3ccc(=O)oc23)O[C@@H]1C(C)(C)OC(C)=O	9.6	0.897	-3.0	4.0	18.0	10.3	2.8	17.8	0.904
Cc1cccc(C)c1Nc1nnc(SCC(=O)Nc2sccc2C#N)s1	16.0	1.19	7.1	16.1	35.8	-19.0	6.7	34.2	0.84
CCOC(=O)c1ccc(-n2nc(C)cc2C)cc1	2.0	0.987	4.0	3.0	-2.9	1.3	15.4	-7.1	0.98
Cc1ccc(C2(C)NC(=O)N(CC(=O)NNC(=O)c3ccccc3F)C2=O)cc1 (centres undefined)	10.8	0.922	-5.9	5.3	-1.4	7.8	6.6	-5.5	0.892
Oc1ccc(C2CNCc3sccc32)cc1O (centres undefined)	7.0	1.08	-0.9	1.1	-5.5	-8.3	5.3	-8.6	0.93
COc1ccc(NC(=O)c2cc(-c3ccco3)on2)cc1	-13.8	0.818	30.8	-21.8	-2.4	18.2	10.4	11.3	1.14
CC(C)c1nnc(NC(=O)c2nc(S(=O)(=O)Cc3ccc(F)cc3)ncc2Cl)s1	7.3	1.16	1.3	-5.9	8.2	-15.7	1.5	10.2	0.927
COc1ccc(Nc2nc(C)nc3c2nnn3Cc2ccccc2Cl)c(OC)c1	-1.1	0.859	4.3	2.8	-20.7	14.1	13.7	-16.8	1.01
CN(C)CCCn1c(SCC(=O)Nc2nc(-c3cccc(Br)c3)cs2)nc2ccccc2c1=O	13.1	0.902	-11.0	29.0	43.2*	9.8	20.8	23.4	0.869
CCOc1ccc(N2CC(C(=O)Nc3nnc(Cc4ccc(OC)c(OC)c4)s3)CC2=O)cc1 (centres undefined)	-3.1	0.969	-10.2	12.4	0.1	3.1	0.5	1.2	1.03
O=C(/C=C/c1ccccc1)NNc1ccc(Cl)cc1	5.3	0.931	6.9	-2.4	43.7*	6.9	31.3	-19.2	0.947
NC(=S)N=Nc1c(O)n(Cc2ccc(F)cc2)c2ccccc12	23.8	1.1	-19.2	5.0	-10.5	-9.6	11.1	29.1	0.762
CCC(C)[C@H](NC(=O)[C@@H]1CSC2c3ccccc3C(=O)N21)C(=O)NCC1CCCO1 (some centres undefined)	-2.5	0.944	7.1	3.8	9.6	5.6	7.6	-2.1	1.02
COc1cccc(CNC(=O)c2nnn(CC(=O)Nc3cc(Cl)ccc3C)c2N)c1	-3.7	1.02	4.9	-1.1	-19.5	-2.2	4.7	-22.0	1.04
O=C(Nc1cccc(C(F)(F)F)c1)C1(c2ccccc2)CC1	1.6	1.04	-2.7	11.6	-2.5	-3.9	-12.0	24.3	0.984
O=C(CCNS(=O)(=O)c1ccc2c(c1)CCC(=O)N2)Nc1ccc2c(c1)OCCO2	-4.1	1.18	-7.9	6.4	4.3	-18.3	-14.7	7.6	1.04
COc1ccc(CCNC(=O)c2ccc(COc3ccccc3OC)o2)cc1	4.7	1.06	-6.1	11.5	-6.3	-6.4	14.2	2.8	0.953
Cc1ccc(NC(=O)N2CCc3ccccc3C2)c(C)c1	1.7	1.12	-3.1	3.4	-0.4	-11.6	23.0	5.7	0.983
COC(=O)c1sc(NC(=O)c2ccc([N+](=O)[O-])o2)c(C#N)c1C	15.5	0.841	-1.8	-5.0	25.3	15.9	16.9	-10.9	0.845
O=C(Nc1ccc2c(c1)OCCO2)c1ccc(Br)cc1	-0.4	0.841	-2.3	1.9	-11.8	15.9	15.0	-18.9	1
CC(C)c1ccc(-n2cnn(-c3ncccc3[N+](=O)[O-])c2=O)cc1	5.4	1.01	-5.7	-11.9	19.9	-0.8	32.7	8.7	0.946
Cc1ccc(-c2[nH]c3cc(C(N)=O)ccc3c(=O)c2O)cc1	4.4	1.24	-1.3	3.3	-0.5	-23.8	-1.2	21.1	0.956
COc1cccc(C(=O)NCc2ccc3c(c2)cc(C)n3C)c1	6.2	0.914	-7.2	5.2	0.0	8.6	10.8	3.9	0.938
Cn1ncc(C#N)c1NC(=O)c1cc(-c2ccccc2Cl)on1	5.3	0.925	3.9	8.0	3.7	7.5	-4.2	15.0	0.947
CCc1nnc(NS(=O)(=O)c2ccc(N3C(=O)C4CC=C(Cl)CC4C3=O)cc2)s1 (centres undefined)	-4.9	0.822	-4.2	-12.2	1.7	17.8	-11.0	-2.6	1.05

One compound at a time (already shown). Screens in order: mIAP inh	hIAP act	ATG4B inhibitor	Apaf1 inhib	TIM10 inh	hIAP block	NALP3 yeast inh	tim10-1 inh	mIAP activ
O=C(Nc1ccc2c(c1)OCCO2)c1ccc(Br)cc1 reads -0.4	0.841	-2.3	1.9	-11.8	15.9	15.0	-18.9	1
CC(C)(C)C(=O)Nc1ccc2c(c1)OCCOCCOc1cc(NC(=O)C(C)(C)C)ccc1OCCOCCO2 reads 5.6	1.07	-5.2	1.0	5.2	-7.1	10.7	12.4	0.944
COc1ccc(NC(=O)c2cc(-c3ccco3)on2)cc1 reads -13.8	0.818	30.8	-21.8	-2.4	18.2	10.4	11.3	1.14
Cc1ccn2c(C(=O)c3ccc(Cl)cc3)cnc2c1 reads -1.1	0.953	-13.6	10.1	6.9	4.7	18.8	30.3	1.01

(list continues)
SMILES	mIAP inh	hIAP act	ATG4B inhibitor	Apaf1 inhib	TIM10 inh	hIAP block	NALP3 yeast inh	tim10-1 inh	mIAP activ
O=C(Nc1cccc2c1C(=O)NC2=O)c1ccccc1[N+](=O)[O-]	2.6	0.902	5.6	-2.1	-3.1	9.8	2.0	-5.0	0.974
COc1ccc(C(=O)c2ccc3oc(-c4ccc(OC)cc4)c(-c4ccc(O)cc4)c3c2)cc1	6.4	0.902	2.6	2.8	10.4	9.8	21.9	14.2	0.936
COc1ccc(N(CC(O)Cn2nnc3ccccc32)S(=O)(=O)c2ccc(C)cc2)cc1 (centres undefined)	-13.4	0.927	-12.4	8.3	-0.8	7.3	2.4	12.8	1.13
S=c1[nH]nc(-c2cccs2)n1C1CCCCC1	-0.4	1.18	3.1	-0.7	23.9	-17.5	-4.6	30.8	1
O=C(c1cc2ccccc2oc1=O)N1CCN(S(=O)(=O)c2ccccc2)CC1	1.7	1	0.8	-2.4	11.2	0.0	-14.0	9.5	0.983
NS(=O)(=O)c1cc(C(=O)OCC(=O)NNC(=O)c2ccccc2)ccc1Cl	14.6	0.962	-7.8	-4.7	10.3	3.8	15.2	1.9	0.854
CCN(C(=O)COC(=O)C1=COCCO1)c1c(N)n(Cc2ccccc2)c(=O)[nH]c1=O	3.0	1.04	-9.3	-2.2	-6.0	-4.3	0.5	-12.7	0.97
CCOc1ccc(N(CC(=O)Nc2ccc(C)c(Cl)c2)S(C)(=O)=O)cc1	-25.1	1.11	-11.1	18.8	11.1	-10.6	7.8	11.5	1.25
CC(C)CCN1CCN(Cc2cnc(N3CCCC3)s2)CC1CCO (centres undefined)	0.3	1.03	-14.2	-8.6	8.7	-3.4	-9.6	-1.3	0.997
COc1ccc(C(C(=O)NC2CCCC2)N(C(=O)c2snc(-c3ccc(F)cc3)c2N)c2ccc(OC)cc2)cc1 (centres undefined)	8.2	0.975	6.0	13.6	13.3	2.5	4.4	11.1	0.918
O=C(Nc1sc2c(c1C(=O)O)CCC2)c1ccco1	7.7	1.02	1.2	-6.0	20.8	-2.5	-8.1	-0.5	0.923
O=C1CSC(c2cccc(F)c2)N1c1ccc(O)cc1 (centres undefined)	-7.1	1.08	3.2	-1.9	-2.6	-7.8	-5.1	-18.9	1.07
Cc1cccc(NC(=O)COc2ccccc2C(=O)NC(C)c2ccccc2)c1 (centres undefined)	-47.7	1.4	3.1	29.5	12.5	-40.2	9.5	32.2	1.48
Cc1cccc(C)c1NC(=O)CSC(=O)c1sc2ccccc2c1Cl	4.9	1.09	-5.9	-8.6	6.1	-9.4	5.3	4.6	0.951
CS(=O)(=O)N1Cc2ccccc2CC1C(=O)OCC(=O)Nc1ccc2ccccc2c1 (centres undefined)	-4.7	0.997	-6.7	9.3	23.2	0.3	-36.1	28.8	1.05
CC(NC(=O)[C@H](C)N1C(=O)N2CCc3c([nH]c4ccccc34)[C@@]2(C)C1=O)c1ccccc1 (some centres undefined)	12.9	0.885	-23.0	2.0	-5.2	11.5	4.6	7.4	0.871
Cc1cc(NC(=O)CSc2nnc(C(F)(F)F)n2C)no1	6.1	1.16	-10.3	-14.2	6.3	-16.2	3.3	10.3	0.939
CC(C)(C)c1ccc(C(=O)NC(=O)COC(=O)c2ccco2)cc1	4.4	0.956	-4.6	4.4	2.5	4.4	5.9	0.7	0.956
COC(=O)c1ccc(NC(=O)CCN2C(=O)C3CC=CCC3C2=O)cc1 (centres undefined)	-5.1	1.14	2.6	8.2	4.4	-14.3	25.1	8.2	1.05
COc1ccc(-c2[nH]c(-c3ccccc3)nc2SCC(=O)NCc2ccco2)cc1OC	-10.7	1	-7.1	12.2	-3.3	-0.4	7.8	11.2	1.11

Compound activity deposited in PubChem by Sanford-Burnham Center for Chemical Genomics.
